Screening results (PubChem)
EPAC2 antagonist = qHTS for Antagonist of cAMP-regulated guanine nucleotide exchange factor 2 (EPAC2): primary screen; Rap guanine nucleotide exchange factor 4 (Homo sapiens), Q8WZA2; EPAC2 GEF exchange of Rap1B-BODIPY-GDP, fluorescence; Potency, µM (top dose mostly 114 µM), for the others: at the top dose activity, negative = inhibition, hits mostly inhibitors; 0.18% of 360,000 active; also: potency is read from the fitted curve at half-maximal effect; % is scaled to controls: 0 for no effect and ±100 for the full control effect; nearly all actives have a fitted effect of over 45% in size; many of its hits are not listed in these tables
Abeta rescue = qHTS for compounds that reverse cellular toxicity of Amyloid beta (A-beta) peptide in yeast: Primary Screen. 0.063% of 410,000 active. yeast expressing A-beta42, growth rescue, OD600, 48 h; response scale: 0% DMSO, 100% iron-clioquinol control. Potency, µM (doses to about 46.1 µM), inactives show at the top dose growth rescue, actives largely listed as activators; also: potency is read from the fitted curve at half-maximal effect; nearly all actives have a fitted effect of over 55% in size
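Yeast growth medium received pinned compounds, then yeast cells expressing toxic A-beta were added; plates incubated at 30 C for 48 hr. Growth read as absorbance at 600 nm, normalized to DMSO and equimolar FeCl3 plus clioquinol controls.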
EPAC2 agonist = qHTS for Agonist of cAMP-regulated guanine nucleotide exchange factor 4 (EPAC2): primary screen | Rap guanine nucleotide exchange factor 4 (Homo sapiens), Q8WZA2 | EPAC2 activation, biochemical qHTS; response scale: 100% = 6.5 mM cAMP response | Potency, µM (highest dose often 154 µM), without a hit: at the highest dose activation, actives largely listed as activators | 0.079% of 360,000 active | AID 720711, 2013; also: potency is read from the fitted curve at half-maximal effect; nearly all actives have a fitted effect of over 50% in size
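qHTS, titration series. 100 nM EPAC2 / 250 nM Rap1B-BODIPY-GDP / 50 uM GDP; RT; ex 480/em 540 nm, 5-min reads to 30 min. Norm. to 6.5 mM cAMP = activation.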
TDP-43 yeast inh = qHTS of TDP-43 Inhibitors. TDP-43 expressing yeast growth rescue, BacTiter-Glo, 24 h. Potency, µM (titrated, usually from 46.1 µM), without a hit: at the top dose growth rescue (activation), usual class: activators. 1.8% of 410,000 active; also: potency is read from the fitted curve at half-maximal effect; % of control where 0% means no effect; nearly all actives have a fitted effect of over 50% in size
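In this qHTS, compounds that restore growth of yeast expressing TDP-43 appear as activators. Cells (OD600=0.02, galactose medium, raffinose-pregrown) are incubated with compound 24 hr at 30 deg C and growth is quantified by BacTiter-Glo.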
aSyn yeast inh = qHTS of alpha-syn Inhibitors; Yeast expressing alpha-synuclein, growth rescue, BacTiter-Glo, 24 h; Potency, µM (top dose mostly 46.1 µM), for inactives: at the top dose growth rescue (activation), usual class: activators; 0.14% of 370,000 active; also: potency is read from the fitted curve at half-maximal effect; % of control where 0% means no effect; nearly all actives have a fitted effect of over 65% in size
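Rescue of yeast growth: cells expressing toxic alpha-synuclein, induced in galactose at OD600 0.02, incubated with compound 24 h at 30 C. ATP luminescence quantified growth; inhibitors of toxicity appear as activators.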
D3 antag = qHTS of D3 Dopamine Receptor Antagonist: qHTS; D(3) dopamine receptor (Homo sapiens), P35462; 2.5% of 360,000 active; D3R cells, DiscoveRx beta-arrestin luminescence, antagonist mode; active compounds read low; max response, negative = inhibition, %; in the data active = max response below about -50%; inconclusive = no clear call, values can overlap the other calls; also: % is scaled to controls: 0 for no effect and ±100 for the full control effect; mostly tested at two doses, the higher about 12 µM
Target sequence (P35462 whole entry, looked up): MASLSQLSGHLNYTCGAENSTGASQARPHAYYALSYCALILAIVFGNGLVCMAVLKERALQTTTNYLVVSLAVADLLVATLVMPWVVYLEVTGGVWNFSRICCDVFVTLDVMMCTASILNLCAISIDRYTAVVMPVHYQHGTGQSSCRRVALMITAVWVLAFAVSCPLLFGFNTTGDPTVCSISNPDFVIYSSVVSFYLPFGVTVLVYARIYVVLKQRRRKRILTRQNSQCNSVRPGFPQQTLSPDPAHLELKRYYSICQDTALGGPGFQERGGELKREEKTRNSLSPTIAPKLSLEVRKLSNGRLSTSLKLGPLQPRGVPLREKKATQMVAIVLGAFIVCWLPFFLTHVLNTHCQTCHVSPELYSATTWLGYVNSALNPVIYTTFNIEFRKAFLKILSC
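Cells expressing the human receptor were seeded at 1500 cells/well, incubated overnight at 37 degrees C in 5% CO2, then exposed to library compounds with dopamine controls for 90 minutes at 37 degrees C before luminescent detection.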
FUS yeast rescue = qHTS for Suppressors of FUS Proteinopathy: Primary screen using FUS-linked yeast assay | S. cerevisiae FUS-expressing, growth rescue, OD600, 24 h | Potency, µM (doses to about 76.6 µM), for inactives: at the top dose growth rescue (activation), actives largely listed as activators | 0.24% of 390,000 active | AID 1347120, 2019;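 also: potency is read from the fitted curve at half-maximal effect; plate controls were DMSO vehicle for no effect and reference control for full effect; nearly all actives have a fitted effect of over 55% in size; some results filed as inactive show a strong effect at the top dose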
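S. cerevisiae expressing FUS from galactose induction served as the toxicity model. Growth after 24hr at 30C, read as absorbance at 600 nm, indicates suppression of toxicity; compounds dosed at several concentrations.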
DRD3 agonist = qHTS of D3 Dopamine Receptor Agonist: qHTS. D3R DiscoveRx beta-arrestin cells, luminescence, 90 min. 0.58% of 410,000 active. max activation, %; in the data active = max activation above about 30%; also: 0% is about no effect; mostly tested at two doses, the higher about 12 µM
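Agonist-mode cell screen: cells plated at 1500/well and incubated overnight at 37 °C, then exposed to library compounds for 90 min at 37 °C. Detection reagent was added for 30–60 min at room temperature, and luminescence was read.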
An asterisk follows results filed as active; ? = inconclusive; · = not tested or not shown; & = joins results of further samples; [ ] = dose if it differs, or a comment. Unless noted, calls follow the shape of the dose curve; as a rule, active = well fitted curve in the direction sought with a large enough effect; inconclusive = small, poorly fitted or top-dose-only effect, or another doubt; inactive = no such curve, though single readings can be large; an effect the other way counts as inactive or inconclusive.

Keys – A = EPAC2 antagonist; B = Abeta rescue; C = EPAC2 agonist; D = TDP-43 yeast inh; E = aSyn yeast inh; F = D3 antag; G = FUS yeast rescue; H = DRD3 agonist
> Cc1cccc(N(C(=O)CNC(=O)c2ccco2)C(C(=O)NCC2CCCO2)c2ccccc2)c1 (stereo unspecified)
  A = 2% | B = -12% | C = 11% | D = -13% | E = -5% | F = 23 | G = 14% | H = -2

> COc1ccc(OC)c(/C=N\NC(=O)CSc2nnc(CCCc3ccc(OC)c(C)c3)o2)c1
  A = -2% | B = 20% | C = 1% | D = 12% | E = 2% | F = 7 | G = 27% | H = 5

> Cc1ccc(Nc2nc(C)nc3c2oc2ccccc23)cc1
  A = 2% | B = -47%[inhibitor] | C = -2% | D = ? | E = -19% | F = 37 | G = 2% | H = 9

> O=C(NCC(O)c1ccccc1)c1ccc(Cl)c(S(=O)(=O)N2CCCC2)c1 (stereo unspecified)
  A = -21% | B = -5% | C = 15% | D = -16% | E = -7% | F = -1 | G = 11% | H = -9

> COc1cccc(S(=O)(=O)NC2CCN(C#N)C2)c1 (stereo unspecified)
  A = 11% | B = -5% | C = 3% | D = · | E = · | F = · | G = -14% | H = ·

> O=c1cc(-c2ccc(O)c(O)c2)oc2cc(O)cc(O)c12
  A = 2% | B = 6% | C = 6% | D = 9% | E = -8%&2% | F = 55 | G = -25% | H = 43*

> COc1ccc(CNC(=O)CSc2cccc3cccnc23)cc1
  A = 2% | B = 7% | C = 9% | D = -7% | E = -1% | F = 7 | G = 3% | H = -1

> CCCN1CCN(CCCNC(=O)Cn2c(-c3cccs3)cc3ccccc32)CC1
  A = · | B = 11% | C = · | D = 13% | E = · | F = · | G = -10% | H = -9

> Cc1ccc(NC(=O)CSc2ccc(-c3ccccn3)nn2)cc1F
  A = 17% | B = -17%&-44% | C = -2% | D = -3%&12% | E = -5% | F = -4 | G = 19%&17% | H = -8&-4

> CCC(Oc1nc2ccccc2nc1-c1ccccc1NC(C)=O)C(=O)c1ccccc1 (stereo unspecified)
  A = -12% | B = -2% | C = 6% | D = -12% | E = 6% | F = 15 | G = 7% | H = 11

> Cc1nn(C(=O)c2ccco2)c(C)c1Sc1ccc(Br)cc1
  A = 24% | B = 3% | C = 6% | D = -11% | E = 2% | F = -18 | G = · | H = -1

> Cc1ccc(S(=O)(=O)N2C(=O)CCC2C(=O)O/N=C(\N)c2cccc([N+](=O)[O-])c2)cc1 (stereo unspecified)
  A = 3% | B = 19% | C = 4% | D = 20% | E = ? | F = 1 | G = 13% | H = -1

> CCc1nc(SCC(=O)N2CCCc3ccccc32)c2oc3ccccc3c2n1
  A = -6% | B = 0% | C = 13% | D = ? | E = · | F = -14 | G = -22% | H = 28

> O=C(NC1CCCCCCC1)C1CCN(c2nc3ccccc3o2)CC1
  A = -3% | B = -49%[inhibitor] | C = -7% | D = ? | E = -15% | F = 33 | G = 37% | H = 24

> C=CCn1cccc(C(=O)Nc2ccc(OC)c(Cl)c2)c1=O
  A = -5% | B = 1% | C = 3% | D = 3% | E = -8% | F = 1 | G = -6% | H = 1

3 entries out of the list, arranged by SMILES length, largest number first:
Keys – A = EPAC2 antagonist; B = Abeta rescue; C = EPAC2 agonist; D = TDP-43 yeast inh; E = aSyn yeast inh; F = D3 antag; G = FUS yeast rescue; H = DRD3 agonist
> CCC(Oc1nc2ccccc2nc1-c1ccccc1NC(C)=O)C(=O)c1ccccc1 (stereo unspecified)
  A = -12% | B = -2% | C = 6% | D = -12% | E = 6% | F = 15 | G = 7% | H = 11

> CCCN1CCN(CCCNC(=O)Cn2c(-c3cccs3)cc3ccccc32)CC1
  A = · | B = 11% | C = · | D = 13% | E = · | F = · | G = -10% | H = -9

> O=c1cc(-c2ccc(O)c(O)c2)oc2cc(O)cc(O)c12
  A = 2% | B = 6% | C = 6% | D = 9% | E = -8%&2% | F = 55 | G = -25% | H = 43*

Remaining list, next part:
Keys – A = EPAC2 antagonist; B = Abeta rescue; C = EPAC2 agonist; D = TDP-43 yeast inh; E = aSyn yeast inh; F = D3 antag; G = FUS yeast rescue; H = DRD3 agonist
> COC(=O)c1ccc(C2CC(=O)Nc3cc(OC)c(OC)cc32)cc1 (stereo unspecified)
  A = 4% | B = 9% | C = 4% | D = 8% | E = -2% | F = 9 | G = -6% | H = 15

> CN1C(C(=O)c2ccccc2)=C(OC(=O)c2ccc(Br)cc2)c2ccccc2S1(=O)=O
  A = · | B = -27% | C = · | D = 7% | E = · | F = · | G = ? | H = -25

> O=C(O)c1nn(CCOc2ccccc2F)c(=O)c2ccccc12
  A = -14% | B = -13% | C = 6% | D = -7% | E = -3% | F = ? | G = 2% | H = -19

> CCOC(=O)C1(Cc2cccc(OC)c2)CCN(Cc2cnc(SC)nc2)CC1
  A = -12% | B = -3% | C = 14% | D = -25% | E = -2% | F = -17 | G = 17% | H = -8

> Cc1ncc(CN2CCN(C3CCCC3)C(CCO)C2)s1 (stereo unspecified)
  A = 0% | B = 2% | C = -2% | D = -1% | E = 4% | F = 1 | G = 3% | H = -9

> O=C(CN1CCNCC1)Nc1ccc(Oc2ccccc2)cc1
  A = 3% | B = -4% | C = 2% | D = -20% | E = -3% | F = -15 | G = 31% | H = -6

> Cc1ccc(CS(=O)(=O)CCC(=O)NCCN2CCCC2)cc1
  A = 1% | B = -7% | C = 7% | D = -11% | E = 3% | F = -5 | G = -6% | H = -11

> S=C(c1cn(Cc2ccccc2)c2ccccc12)N1CCOCC1
  A = 4% | B = 17% | C = 20% | D = 6% | E = -16% | F = -15 | G = 31% | H = -3

> C=CC[C@@H](CC(=O)N[C@H](CO)Cc1ccccc1)C(=O)N[C@@H](COC(=O)[C@@H](CC=C)CC(=O)OC(C)(C)C)Cc1c[nH]c2ccccc12
  A = 1% | B = 4% | C = -12% | D = -6% | E = 1% | F = 7 | G = 18µM* | H = 25

> N#Cc1cc(Cl)c(N2CCOCC2)cc1C#N
  A = 6% | B = -1% | C = -4% | D = 1% | E = 2% | F = 18 | G = 14% | H = 0

> Cc1nnc2n1N=CC=C(c1ccccc1)S2
  A = 0% | B = 24% | C = -1% | D = ? | E = · | F = 25 | G = -6% | H = -1

> CCOc1cccc(C(=O)Nc2cccc(NC(=O)c3ccco3)c2)c1
  A = 11% | B = 29% | C = 13% | D = ? | E = -9% | F = 15 | G = 14% | H = 8

> O=C(Cn1cccc1)N1CCN(C(c2ccccc2)c2ccccc2)CC1
  A = -3% | B = -10% | C = 7% | D = -28% | E = -2% | F = -12 | G = 48% | H = -18

> O=C(COC(=O)c1ccc(F)cc1)Nc1cc(S(=O)(=O)N2CCOCC2)ccc1N1CCCC1
  A = -12% | B = -4% | C = -2% | D = 18% | E = 4% | F = 12 | G = 14% | H = 4

> COc1ccc(CN(C)CC(=O)NC(C)c2ccccc2)c(OC)c1 (stereo unspecified)
  A = -1% | B = -13% | C = -10% | D = 3% | E = 3% | F = 3 | G = 9% | H = -10

> O=C(O)CCCNS(=O)(=O)c1cccc2nsnc12
  A = 14% | B = -4% | C = 3% | D = -11% | E = -20% | F = -9 | G = 7% | H = -1

> CN(CC(=O)Nc1cccc(F)c1)C(=O)c1ccc(N2CCCCC2)c([N+](=O)[O-])c1
  A = -7% | B = 3% | C = 1% | D = 0% | E = 2% | F = -5 | G = 4% | H = 12

> CSc1ccc(C2CC(=O)Nc3c2c(=O)n(C)c(=O)n3C)cc1 (stereo unspecified)
  A = -3% | B = 3% | C = 10% | D = 18% | E = 6% | F = -4 | G = -7% | H = 5

> CCOC(=O)N1CCN(C(=O)C2CCCN(S(C)(=O)=O)C2)CC1 (stereo unspecified)
  A = 4% | B = 8% | C = 2% | D = -14% | E = -7% | F = 6 | G = -3% | H = -6

> COc1ccc(/C(O)=C2/C(=O)C(=O)N(c3ccccn3)C2c2ccc(OC)c(OC)c2)cc1 (stereo unspecified)
  A = 2% | B = -12% | C = 5% | D = -13% | E = -3% | F = -7 | G = 2% | H = 1

> CCN(C[C@H]1N[C@@](CC)(C(=O)OC)[C@H]2C(=O)N(C)C(=O)[C@@H]12)C(=O)Nc1ccc(C)cc1
  A = -1% | B = 3% | C = 9% | D = 20% | E = 2% | F = 45 | G = -7% | H = 1

> COc1ccc(NS(=O)(=O)Cc2ccccc2Cl)cn1
  A = 11% | B = 2% | C = 4% | D = -2% | E = -1% | F = -7 | G = 11% | H = 0

> Cc1cccc(N=c2c([N+](=O)[O-])nn(-c3ccc(Cl)cc3)n2O)c1
  A = -3% | B = 7% | C = 5% | D = ? | E = 1% | F = 4 | G = 15% | H = -4

> COc1ccc(NS(=O)(=O)c2cc(NC(=O)c3ccc(=O)[nH]n3)ccc2N2CCOCC2)cc1
  A = -4% | B = -2% | C = 1% | D = 21% | E = 3% | F = 1 | G = -3% | H = 2

> COCc1c(CCl)cnc(C)c1O
  A = 15% | B = 0% | C = 1% | D = 0% | E = -2% | F = 25 | G = -31% | H = 2

> Cc1[nH]c(=O)[nH]c(=O)c1S(=O)(=O)N1CCN(c2ccccc2F)CC1
  A = 2% | B = 0% | C = 11% | D = -14% | E = 0% | F = -10 | G = 6% | H = 3

> COc1cccc(CNC(=O)c2ccc(-n3c(C)cc4c3CCC(C)C4)cc2)c1 (stereo unspecified)
  A = · | B = -12% | C = · | D = 3% | E = · | F = · | G = 14% | H = -11

> O=C1OCCC1Sc1nc(-c2ccccc2)cs1 (stereo unspecified)
  A = -7% | B = 21% | C = 0% | D = 18% | E = -9% | F = -3 | G = -22% | H = 3

> CCOC(=O)C1CCN(c2c(C(=O)c3ccc(C)cc3)cnc3ccc(F)cc23)CC1
  A = · | B = -11% | C = · | D = 28% | E = · | F = · | G = 6% | H = -1

> CCCCN(CCNP(=O)(OCC)OCC)CP(=O)(OCC)OCC
  A = 14% | B = 17% | C = 2% | D = -9% | E = -12% | F = ? | G = ? | H = 7

> COc1ccc(CC(NC(C)=O)C(=O)NC2CCN(c3nc(C)cc(C)c3C#N)CC2)c(OC)c1 (stereo unspecified)
  A = 5% | B = 0% | C = 1% | D = -6% | E = -5% | F = 2 | G = 8% | H = 3

> Cc1cc2nc(N)sc2cc1C
  A = 3% | B = -27% | C = 4% | D = -17% | E = -22% | F = 23 | G = -1% | H = 5

Some of the compounds tested, so the mix of outcomes need not match the whole.
